# Screens: PubChem BioAssay, National Center for Advancing Translational Sciences (NCATS)
# Pf Dd2 growth – blocks in vitro growth of P. falciparum Dd2; P. falciparum Dd2 growth, SYBR Green, 72 h; Potency, µM (doses to about 28.9 µM), without a hit: top-dose activity, negative = inhibition, hits mostly inhibitors; 120,000 compounds, 4.3% hits; AID 1347417; active means well fitted inhibition curve with a large enough effect; inconclusive means small, poorly fitted or top-dose-only effect; inactive means no such curve, though single readings can be large or run the other way;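 further: plate controls were DMSO vehicle for no effect and reference drug for full effect; nearly all actives have a fitted effect of over 65% in size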
#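 Readout: SYBR Green fluorescence, 485 nm excitation, 535 nm emission, after ~16 h lysis at 37C. Before that, Dd2-infected red cells (2.5% hematocrit) grew 72 h with compound, 29 uM top final concentration.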
# Numbers without * were called inactive; i = inactive; ? = inconclusive; & = joins results of further samples; [ ] = another dose, or the depositor's remark. Potency means the concentration at half of the fitted maximal effect.
SMILES	Pf Dd2 growth
O=C(CCS(=O)(=O)c1cc2c(cc1Cl)NC(=O)CO2)NCc1ccccc1	-6%
COCCO[C@H]1C(=O)N(C2CCN(C(=O)C3CCOCC3)CC2)[C@H]1c1ccncc1	30%
CC1=C[C@@H](CNC(=O)C2CC2)[C@H](C(C)C)C[C@H]1Cc1nnc(-c2ccccc2F)o1	16µM*
COCC(=O)NC1CCC12CCN(C(=O)COc1ccccc1)CC2 (stereo unspecified)	-18%
Cn1nnnc1C1CCCN(C(=O)CCc2ccccc2)C1 (stereo unspecified)	0%
COc1ccc(CC(=O)N2CC[C@H]3CC(=O)N(CCN4CCNC4=O)CC[C@H]3C2)cc1	-1%[44.1 µM]
CN(C)c1ccc(C(CNC(=O)c2c(F)cccc2Cl)N2CCOCC2)cc1 (stereo unspecified)	159%[activator][5.79 µM]
O=S(=O)(C1CC1)N1CC[C@@](O)(c2ccccc2)[C@H]2CCCC[C@@H]21	-13%
COc1ccc2[nH]c3c(c2c1)CCN(C)C31CCN(C(=O)COc2ccc(F)cc2)CC1	?
COCCc1noc([C@@H]2CC(F)(F)CN2C(=O)C2CC=CC2)n1	-9%
COC[C@@H]1CCCN1Cc1cn(-c2ccccc2C)nc1-c1ccc(OC)c(F)c1	?
O=C(c1ccc(F)cc1Cl)N1CCC2(CC1)NC(=O)N(c1ccccc1Cl)N2	?

# Following part
SMILES	Pf Dd2 growth
Cn1nccc1C(=O)N1[C@H]2CC[C@@H]1c1cnc(-c3ccc(F)cc3)nc1C2	?
COc1ccccc1OC1(C(=O)O)CCN(Cc2ccc(-c3ccn[nH]3)o2)CC1	16%
COc1cc2c(cc1Oc1ccccc1)NC(=O)C21CCN(C(=O)Cc2ccccc2)CC1	-11%
Cc1cc(C)cc(Nc2cc(C)nc3nc(-c4ccco4)nn23)c1	?
O=C(NCCc1ccccc1)C1CCN(Cc2cc3ccccc3n2Cc2cccc(Cl)c2)CC1	?
Cc1ccc(N2CCN(C(=O)NCc3noc4ccc(C)cc34)CC2)c(C)c1	201%[activator][5.79 µM]
CN(C)CCN(Cc1ccccc1)S(=O)(=O)c1ccc2[nH]c(=O)ccc2c1	-17%
COc1cccc2sc(N(Cc3cccnc3)C(=O)C3CCCCC3)nc12	?
Cc1cc(-c2ccc(C)c(S(=O)(=O)N(C(C)C)C3CCCCC3)c2)on1	10%
Cc1ccc(Cl)cc1NC(=O)C1CCN(C(=O)c2cnn(-c3ccccc3)c2-n2cccc2)CC1	-11%
CN1CCN(C(=O)[C@H]2C[C@@](C)(C(=O)O)N(C)[C@H]2c2ccc(Cl)cc2)CC1	-3%
O=C(c1ccccc1-n1cccn1)N1CCc2c(nc[nH]c2=O)C1	-3%

# Next entries:
SMILES	Pf Dd2 growth
O=C(NCCc1ccccc1)C(=O)Nc1cccc(Br)c1	44%[activator]
CC(=O)N1[C@H]2CC[C@@H]1c1cnc(-c3ccccc3)nc1C2	-1%
Cn1cc(NC(=O)CC[C@H]2NC(=O)c3ccccc3NC2=O)cn1	0%
O=C(NCCCn1cccn1)C1Cn2cccc2C(=O)N1Cc1ccccc1 (stereo unspecified)	?
Cc1cc(C(=O)NC2CCCC2)c2c(C3CCCN3)noc2n1 (stereo unspecified)	-13%
CN(C)C[C@@H]1CN(c2ncccn2)C[C@H]1NC(=O)c1nn(C)c2ccccc12	?
Cc1ccc(NC(=O)c2ccc(N3CC4CC(C3)[C@H]3CCCC(=O)N3C4)nc2)cc1 (stereo partly specified)	i
O=C(NC1CC(=O)N(c2cccc(F)c2)C1)c1ccc(S(=O)(=O)N2CCCCC2)cc1 (stereo unspecified)	i
O=C(c1ccc2c(c1)OCO2)N1C[C@@H](CO)[C@H](c2nc(C3CC3)no2)C1	?
O[C@@H]1C[C@@H](c2nc(-c3ccncc3)no2)N(Cc2cccs2)C1	5%[44.1 µM]
COc1ccc(C(=O)N[C@@H]2CCC[C@@H]2C(=O)NCc2cc(OC)cc(OC)c2)cc1	?
Cc1cccc(-c2noc([C@@H]3Cc4nc[nH]c4CN3C(=O)c3ccccc3C(=O)O)n2)c1	?

# Next section:
SMILES	Pf Dd2 growth
CN1C(=O)CC[C@]2(C(=O)N3CCCCCC3)CCCC[C@@H]12	-3%
COC(=O)CNC(=O)c1nc(-c2cccc(C(F)(F)F)c2)c2ccccn12	?
COc1ccc(C(=O)N2CCC3(CC(C(C)C)=NO3)C2)cc1 (stereo unspecified)	42%[activator]
S=C(NC1CCCCC1)N[C@H]1CO[C@H]2[C@@H]1OC[C@@H]2n1nnnc1Oc1ccc(-n2ccnc2)cc1	?
Cc1ncsc1C1N(C2CCN(C(=O)c3ccncc3)CC2)C(=O)C12CCCC2 (stereo unspecified)	-4%
Cc1cc(=O)n(CC(=O)Nc2ccc(F)c(Cl)c2)c(N2CCOCC2)n1	?
OC1(CN2CCC(CCn3cccn3)CC2)CCNC1 (stereo unspecified)	0%
Cc1nnc([C@@H]2CC(F)(F)CN2S(=O)(=O)c2cccnc2)o1	i
Cn1cc(CC(=O)N2CCCc3ncc(C(=O)NCCc4ccccc4)cc32)c2ccccc21	?
CCn1cc(S(=O)(=O)N2CCC(c3noc(COC)n3)C2)cn1 (stereo unspecified)	11%
CCOc1cc(=O)n2c(c1C(=O)NCc1cccc(F)c1)CCCCC2	25%
CS(=O)(=O)N1CCc2ccc(C(=O)Nc3ccc(Oc4ccccc4)cc3)cc21	-16%

# (continued)
SMILES	Pf Dd2 growth
COC(=O)C(CCSC)NC(=O)c1c(C)oc2ncn(CC(C)C)c(=O)c12 (stereo unspecified)	-11%
Cn1cnnc1CC1CCCN(S(=O)(=O)c2ccc3c(c2)C(C)(C)C(=O)N3)C1 (stereo unspecified)	2%
CCOC(=O)c1ccc(NC(=O)COC(=O)c2cn(CC)c3nc(C)ccc3c2=O)cc1	35%[activator]
CCOc1cc(-c2nc(C3CC(=O)N(c4ccc(Cl)cc4)C3)no2)cc(OCC)c1OCC (stereo unspecified)	30%[activator]
COCCn1ncc(N2CCC(C(=O)NCc3ccc(OC)c(OC)c3)C2)cc1=O (stereo unspecified)	-12%
COc1ccc(OC)c(NC(=O)c2c(NCc3sccc3C)sc3c2CCCCC3)c1	?
Cc1noc(C)c1CC(=O)N1CCC(Cc2noc(-c3ccccc3)n2)C1 (stereo unspecified)	-17%
Cn1nccc1CN1CCCC2(CC(c3ccccn3)=NO2)C1 (stereo unspecified)	-12%[44.1 µM]
O=C(Nc1ccc(Oc2ccccc2)cc1)N[C@H]1CO[C@H]2[C@@H]1OC[C@@H]2n1nnnc1Oc1ccc(-n2cncn2)cc1	i
N#Cc1ccc(C(=O)N2C[C@@H](Oc3ccccc3)C[C@H]2C(=O)NC2CC2)cc1	18%
O=C1N(Cc2cccc(F)c2F)CCCC1(O)CNCc1ccccc1 (stereo unspecified)	?
O=C([C@@H]1C[C@H](F)CN1C(=O)c1ccc(C(F)(F)F)cc1)N1CCCCC1	i

# Remaining list, next part
SMILES	Pf Dd2 growth
COc1ccc(NC(=O)CCc2nnc3n(Cc4ccccc4Cl)c(=O)c4ccccc4n23)cc1	-6%
CCOc1cc(=O)n2c(c1C(=O)NCc1cc(OC)ccc1OC)CCCC2	42%[activator]
O=C(c1ccn[nH]1)N1C[C@@H](COc2cccnc2)[C@H](c2ccncc2)C1	-23%
CCNC(=O)[C@@H]1C[C@H](NC(=O)c2ccc(CC)s2)CN1C1CCOCC1	-8%
CC(C)C[C@@H]1N[C@H](C(=O)NCC2CC2)Cc2cn(Cc3cccnc3)c3cccc1c23	-38%[44.1 µM]
COc1ccc(S(=O)(=O)NC[C@H]2COCc3nc4cc(C)ccc4n32)cc1	-7%[44.1 µM]
O=C(O)C1(Oc2ccc3ncccc3c2)CCN(c2cnccn2)CC1	-2%
CCNC(=O)N1CCC(c2noc(-c3ccncc3)n2)C1 (stereo unspecified)	15%[5.79 µM]
COc1cccc(C2CC(=O)Nc3c2c(=O)n(C)c2nc4ccccc4n32)c1OC (stereo unspecified)	?
Cc1ccc(NC(=O)c2ccc(-c3ccccc3)s2)cc1	-4%
CN1C(=O)[C@@H]2C[C@@H](CN2Cc2ccnc3ccccc23)Oc2ccccc21	-18%[44.1 µM]
COCCN1CCC(N2CCN(C(=O)C3CC3)CC2)C1=O (stereo unspecified)	20%

# (further entries)
SMILES	Pf Dd2 growth
Cc1noc(C)c1Cc1ccc(C(=O)N2[C@H]3CC[C@@H]2c2cnc(-c4ccccc4)nc2C3)o1	0.63µM*
COc1ccc(OC)c(NC(=O)Cn2cnc3onc(-c4ccc(Cl)cc4)c3c2=O)c1	-22%
CCOC(=O)c1ccc(NC(=O)CCCn2nc(C)c3sc4ccccc4c3c2=O)cc1	i
Cc1ccccc1Cn1c(CN2CCC(C(=O)NCc3ccc(Cl)cc3)CC2)cc2ccccc21	15%
COc1ccccc1CCC(=O)N1CCC2(CC1)N(c1ccccc1)C(=O)CS2(=O)=O	?
COCc1nc(N2CCN(c3ccc(OC)cc3)CC2)ncc1C(=O)O	-3%
Cc1cc(C)n(-c2nc3ccccc3nc2Nc2ccc(Cl)c(Cl)c2)n1	?
Cn1cnc(S(=O)(=O)N2CCC(C(=O)Nc3ccc(Cl)c(C(F)(F)F)c3)CC2)c1	i
CC(C)C1CNC(Cc2ccccc2)CN1C(=O)OC(C)(C)C (stereo unspecified)	8.9µM*
CN1c2cc(C(=O)Nc3ccc(Br)cc3)ccc2C(=O)N2CCCCC21 (stereo unspecified)	?
Cc1cccc(CNC(=O)c2cc3n(n2)CC(c2ccc4c(c2)OCO4)OC3)c1 (stereo unspecified)	?
CS(=O)(=O)N1CCC(OC2CCN(C(=O)c3cccnc3)CC2)CC1	i

# More structures:
Molecule	Pf Dd2 growth
Cc1cccc(C(=O)N2CCCC(c3nn(-c4ccc(F)cc4)c(=O)[nH]3)C2)c1 (stereo unspecified)	i
O=C1c2c(nc(COc3ccccc3)n2Cc2ccccc2)NCCN1CC1CC1	?
COCCNC(=O)CCN1C(=O)c2cccnc2Oc2ccc(C)cc21	9%
COc1cccc(C(=O)N2c3cc(C)ccc3C(C)(c3ccccc3)CC2(C)C)c1 (stereo unspecified)	?
Cc1cccc2c(=O)cc(CSc3ccccc3NC(=O)c3cccc(F)c3)[nH]c12	i
CC(CNC(=O)c1ccc(Cn2c(=O)c3cccn3c3cccnc32)cc1)c1ccccc1 (stereo unspecified)	-7%
COc1cc(OC)cc(-c2onc(C)c2C(=O)NCc2cccc(C)c2)c1	i
CCCS(=O)(=O)Nc1ccc(=O)n2c1[C@@H]1C[C@@H](CN(C(=O)COc3ccccc3)C1)C2	i

# Among those listed so far, 5 contain a thiophene ring, fused or not.
Molecule	Pf Dd2 growth
O[C@@H]1C[C@@H](c2nc(-c3ccncc3)no2)N(Cc2cccs2)C1	5%[44.1 µM]
COc1ccc(OC)c(NC(=O)c2c(NCc3sccc3C)sc3c2CCCCC3)c1	?
CCNC(=O)[C@@H]1C[C@H](NC(=O)c2ccc(CC)s2)CN1C1CCOCC1	-8%
Cc1ccc(NC(=O)c2ccc(-c3ccccc3)s2)cc1	-4%
CCOC(=O)c1ccc(NC(=O)CCCn2nc(C)c3sc4ccccc4c3c2=O)cc1	i

# Next section:
Molecule	Pf Dd2 growth
Cc1ccc(OCC(=O)N2CCC(N3CC4CC(C3)[C@H]3CCCC(=O)N3C4)CC2)cc1 (stereo partly specified)	-23%
Cc1cc(-c2ccc(C)c(S(=O)(=O)NCC3CCN(Cc4ccccc4F)CC3)c2)on1	i
COC(=O)CNC(=O)c1nc(-c2c(C)cccc2C)c2ccccn12	-26%&-17%
CC(C)NC(=O)C[C@@H]1C[C@H]2O[C@H](CNC3CCC3)[C@@H](O)[C@H]2O1	32%[activator][44.1 µM]
CC(=O)Nc1ccc(S(=O)(=O)NC[C@@H]2C=C(C)[C@H](CC(=O)NCCN3CCOCC3)C[C@H]2C(C)C)cc1	i
O=[S+]([O-])(c1cccnc1)c1nnn2c1nc(N1CCOCC1)c1ccccc12	?
Cn1nccc1C(=O)N1CCC2(CC1)CC(N(Cc1ccccc1)C1CC1)CCO2 (stereo unspecified)	i
Cn1ncc(N2CCCC(CC(=O)Nc3ccc(Cl)cc3)C2)cc1=O (stereo unspecified)	?

# Shown with each value named: 2 of the compounds above.
Cc1cc(-c2ccc(C)c(S(=O)(=O)NCC3CCN(Cc4ccccc4F)CC3)c2)on1
  Pf Dd2 growth: i

COC(=O)CNC(=O)c1nc(-c2c(C)cccc2C)c2ccccn12
  Pf Dd2 growth: -26%&-17%

# Next compounds:
Molecule	Pf Dd2 growth
COC(=O)c1sccc1S(=O)(=O)N(CC(=O)Nc1ccc(C)c(F)c1)c1ccc(C)c(C)c1	i
Cc1cccc(-c2noc([C@@H]3Cc4nc[nH]c4CN3C(=O)CCC(=O)O)n2)c1	7%[44.1 µM]
CN(C)C(=O)c1cccnc1OC1CCN(S(=O)(=O)c2ccc3c(c2)CCC3)C1 (stereo unspecified)	i
O=C(c1cc(F)ccc1F)N1CCN(c2nnc3ccc(Cl)cn23)CC1	i
CN(CCO)C[C@@H]1CN(C(=O)c2nc3ccccc3[nH]c2=O)C[C@@H]1CO	-10%
CCOc1ccccc1NC(=O)Cn1nc2c3cc(F)ccc3n(Cc3cccc(C)c3)cc-2c1=O	i
COc1ccc(-c2cc(N3CCCC3)nc(N)n2)c2ccc(C)nc12	-16%
COc1ccc(C)cc1NC(=O)c1oc2ccc(S(=O)(=O)N(C)C3CCCCC3)cc2c1C	29%

# Next section
Molecule	Pf Dd2 growth
Cc1ccc(C2=NC3(CCN(C(=O)c4ccc(F)c(Cl)c4)CC3)ON2)cc1	-6%
Cc1ccc(C)c(S(=O)(=O)c2nnn3c2nc(N2CCN(C)CC2)c2sccc23)c1	8.9µM*
COc1ccc(-c2nnc(C[C@@H]3C[C@@H](C(C)C)[C@H](CNC(=O)c4cnccn4)C=C3C)o2)cc1	?
CCOC(=O)c1c(C)oc2nc(C)nc(NCC3CCN(Cc4cccc(C)c4)CC3)c12	i[5.79 µM]
Cc1ccc(Cl)cc1NC(=O)Nc1cccc(-c2ccc(N3CCOCC3)nn2)c1	?
CCC(C(=O)N1CCc2cn(CCOC)c3cccc(c23)C1)c1ccccc1 (stereo unspecified)	i

# Only part of the results is shown; the hit share may differ from the screen's.
